Compound activity from PubChem.
Yeast superoxide: caloric restriction mimetics inhibiting age-related superoxide in yeast; superoxide response (% of plate mean), % at 10 µM; S. cerevisiae aged cells, superoxide DHE fluorescence; hits give low values; hit rate 0.18% among 330,000; AID 2690;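 active = superoxide response under a set limit, about three screen SD below normal, cut at about 65% in these data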;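 note: yeast aged for seven days with compound at 30 °C before DHE staining; 100% = average MFI of all compound-treated wells on the plate with controls excluded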
core dimer inh: blocks dimerization of HCV core protein | TR-FRET GST/Flag-core106 dimerization, 1536-well | inhibition, % at 5 µM | AID 1899 | hit rate 0.33% among 300,000;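 active = inhibition above the mean of all tested compounds plus 3 SD, set per screening campaign, cut at about 45% in these data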
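Material: Tagged HCV core106 pair (GST and Flag) | Amount: GST-core106 13.5 nM, Flag-core106 17 nM | Medium: KF-containing HEPES buffer, pH 7.45, DTT, CHAPS, BSA | Reagent: Eu donor and XL665 acceptor anti-tag antibodies | Schedule: 4 h at 22.5 °C | Technique: Time-resolved FRET, ex 340 nm, em 617 and 671 nm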
GASC-1 inh: blocks human GASC-1 demethylase activity; GST-JMJD2C(1-420) H3K9me3 demethylation, DELFIA europium; hit rate 0.069% among 330,000; inhibition, % at 2.35 µM;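 active = more than half of a compound's replicate wells show inhibition beyond 50%, single wells judged on their own value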;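 note: signal counts dimethyl H3K9 product captured on neutravidin plate; 0% = median of DMSO wells and 100% = 0.3 times that DMSO median; strong numbers were not always called active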
Target sequence (Q9H3R0 1-420 limits assumed): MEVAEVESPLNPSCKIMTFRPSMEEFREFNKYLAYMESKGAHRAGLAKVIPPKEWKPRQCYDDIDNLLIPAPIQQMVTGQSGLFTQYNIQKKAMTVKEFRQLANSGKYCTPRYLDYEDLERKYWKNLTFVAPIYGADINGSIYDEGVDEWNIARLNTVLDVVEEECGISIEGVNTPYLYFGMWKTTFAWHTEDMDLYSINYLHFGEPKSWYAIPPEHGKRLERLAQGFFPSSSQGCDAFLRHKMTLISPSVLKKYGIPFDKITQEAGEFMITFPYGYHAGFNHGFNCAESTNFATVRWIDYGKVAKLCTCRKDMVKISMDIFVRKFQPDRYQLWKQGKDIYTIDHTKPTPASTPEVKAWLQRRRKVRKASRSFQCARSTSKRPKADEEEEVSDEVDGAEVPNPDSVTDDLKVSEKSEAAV
Fh CTSL1 inh: cathepsin L1 inhibition, PFM18AAP counter-screen; recombinant F. hepatica cathepsin L1, Z-Leu-Arg-MCA fluorescence; inhibition, % at 5.96 µM; hit rate 0.49% among 300,000; AID 1906;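 active = inhibition above the mean of all tested compounds plus 3 SD, set per screening campaign, cut at about 17% in these data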;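 note: 0% = plate median of test compound wells and 100% = 1 µM Z-Phe-Ala-diazomethylketone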
PP5 primary: PP5 (human) phosphatase inhibition; hit rate 0.18% among 320,000; inhibition, % at 6.7 µM; P53041; purified PP5c, OMFP substrate fluorescence;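 active = inhibition above the campaign's mean inhibition across all tested compounds plus 3 SD, cut at about 9.5% in these data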;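 note: 0% = DMSO only and 100% = 100 µM cantharidin control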
EBNA-1 inh: blocks EBNA-1 binding to DNA; inhibition, % at 14.8 µM; hit rate 0.34% among 300,000; EBNA-1 DNA binding, fluorescence polarization; AID 1950; in the data active = inhibition above about 28%
ZTA DNA inh: blocks Epstein-Barr virus ZTA, an EBNA-1 counter-screen; AID 2234; hit rate 0.15% among 320,000; inhibition, % at 11 µM; P03206; ZTA-DNA binding, fluorescence polarization; in the data active = inhibition above about 33%
Target sequence (P03206 whole entry, looked up): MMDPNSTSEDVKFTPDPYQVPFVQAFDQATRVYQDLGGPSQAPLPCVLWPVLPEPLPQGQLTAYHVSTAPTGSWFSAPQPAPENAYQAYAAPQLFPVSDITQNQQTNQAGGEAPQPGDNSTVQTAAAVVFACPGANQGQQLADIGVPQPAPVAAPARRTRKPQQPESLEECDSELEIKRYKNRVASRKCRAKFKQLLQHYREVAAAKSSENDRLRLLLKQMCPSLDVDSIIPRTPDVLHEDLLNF
TPT1 inhibitor: C. albicans TPT1 enzyme inhibition; recombinant caTPT1, FP RNA substrate dephosphorylation; inhibition, % at 5 µM; hit rate 0.81% among 300,000; AID 1962;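 active = inhibition above the mean of all tested compounds plus 3 SD, set per screening campaign, cut at about 24% in these data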;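 note: plate controls were DMSO alone for no effect and ferristatin control at 100 nM for full effect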
PP1 counter: PP1-alpha (human) inhibition in PP5 counter-screen. P62136. purified PP1alpha, OMFP fluorescence. inhibition, % at 6.7 µM. hit rate 0.9% among 320,000. AID 2235;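 active = inhibition above the mean inhibition of all tested compounds plus 3 SD, computed separately for each screening campaign, cut at about 15% in these data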
Target sequence (P62136 whole entry, looked up): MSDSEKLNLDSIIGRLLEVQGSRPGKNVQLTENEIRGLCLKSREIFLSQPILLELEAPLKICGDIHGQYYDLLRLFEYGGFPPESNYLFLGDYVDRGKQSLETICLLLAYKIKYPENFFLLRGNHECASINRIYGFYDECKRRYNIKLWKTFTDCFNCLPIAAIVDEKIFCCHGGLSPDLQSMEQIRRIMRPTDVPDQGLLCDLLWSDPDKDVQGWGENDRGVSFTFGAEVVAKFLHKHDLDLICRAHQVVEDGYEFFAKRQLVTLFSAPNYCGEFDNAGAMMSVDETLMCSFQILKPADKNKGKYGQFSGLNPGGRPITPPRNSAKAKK
Active calls of the source: *; . = not tested or not shown.

Fields – EBNA-1 inh	Yeast superoxide	ZTA DNA inh	PP5 primary	GASC-1 inh	TPT1 inhibitor	Fh CTSL1 inh	PP1 counter	core dimer inh
CCn1c(SCC(=O)N/N=C/C=C/c2ccccc2[N+](=O)[O-])nnc1-c1ccc(Cl)cc1
    6	94	5	-1.6	5	-3	0	0	-1
CCN(CC)S(=O)(=O)c1cccc(C(=O)Nc2ccc(C#N)cc2)c1
    4	93	-1	1.7	0	0	-2	-2	4
CCOC(=O)Cn1ncc2c(=O)oc3ccccc3c21
    -3	102	-29	2.0	-2	-7	1	6	-7
CC(=O)c1cc2c(cc1NC(=O)c1c(-c3ccccc3)noc1C)OCO2
    -5	125	-9	-0.1	-13	0	5	-3	2
Nc1c(Cl)cc(-c2csc(NC(CO)c3nc4ccccc4n3CCOCCO)n2)cc1Cl (centres undefined)
    -3	93	-12	5.0	-1	-2	-1	-2	-21
CC(Nc1cc(=O)n(C)c(=O)n1C)c1ccccc1 (centres undefined)
    -3	95	-7	-1.0	-5	-1	1	-2	-2
CCCCSc1c(C)c2cc3c(cc2[nH]c1=O)OCO3
    1	124	-8	1.3	1	4	-1	-4	7
Cn1c(SCc2cnc(-c3ccccc3)s2)nnc1C1COc2ccccc2O1 (centres undefined)
    3	106	-24	1.9	3	1	0	1	3
CC(Sc1nncs1)C(=O)Nc1ccc2c(c1)OCO2 (centres undefined)
    0	101	3	-1.2	-13	1	-1	-3	11
CCCCCCC(=O)Nc1ccc(Cl)cn1
    -2	108	-17	3.7	2	-1	0	-1	-4
Cc1ccc(N=c2c([N+](=O)[O-])nn(-c3ccc4c(c3)OCCO4)n2O)c(Cl)c1
    -8	114	13	0.4	21	2	4	-4	21
Cc1ccc(C2CC(=O)Nc3c2ccc2ccccc32)cc1[N+](=O)[O-] (centres undefined)
    -4	104	-17	3.1	-2	-1	4	1	2
CC(Sc1nc2ncc(Cl)cc2[nH]1)C(=O)Nc1ccc(C(N)=O)cc1 (centres undefined)
    -12	99	-10	-0.4	1	-2	0	-4	-1
COC(=O)c1ccccc1NC(=O)CSc1nc(O)cc(=O)n1C1CCCC1
    1	84	3	1.7	1	3	-2	0	-5
COc1ccccc1NC(=O)c1cc(C(=O)Nc2ccccc2OC)cc([N+](=O)[O-])c1
    5	102	-6	2.1	14	-1	-7	1	-6
O=S(=O)(Nc1cccc2c1ccc1cccn12)c1cccs1
    4	112	-3	1.1	-21	7	0	0	12
CCc1noc(C)c1C(=O)Nc1nc(-c2cc(OC)ccc2OC)cs1
    -5	100	8	0.6	4	-2	2	-3	5
CCC(Sc1nc(C)cc(=O)[nH]1)C(=O)Nc1nc2c(s1)CCCC2 (centres undefined)
    -17	105	-16	0.5	3	2	1	6	0
O=C(CC1C(=O)NCCN1Cc1ccccc1C(F)(F)F)NC1CCCCCC1 (centres undefined)
    -16	106	2	1.1	0	-2	0	5	10
COCCn1c(=O)c2c(nc3n2CC(C)CN3Cc2ccccc2)n(C)c1=O (centres undefined)
    0	106	3	-2.9	-3	0	1	-8	3
O=C(NCc1ccc2c(c1)OCO2)C(=O)NCC1OCCCN1S(=O)(=O)c1ccc(F)cc1 (centres undefined)
    11	98	6	2.1	-8	-4	0	-2	-3
Fc1ccc(N/N=C(/c2ccccc2)c2ccccn2)cc1
    4	98	12	-2.0	7	0	0	2	-3
O=C(NCCCN1CCCC1)c1ccc2c(c1)N(Cc1ccccc1F)C(=O)c1ccccc1S2=O (centres undefined)
    0	92	-21	3.8	-2	-5	3	0	-16
CCOc1ccc(NC(=O)C2CC(=O)N(c3cc(C)cc(C)c3)C2)cc1 (centres undefined)
    -4	106	3	0.1	-7	-4	-2	0	3
O=C(COc1ccc(CO)cc1)Nc1ccc(F)cc1
    3	101	9	-1.2	-5	-3	-1	-4	4
CCc1ccccc1S(=O)(=O)Cc1ccc(C(=O)NC2CCCC2)o1
    1	94	0	0.1	1	-4	6	-1	1
N#Cc1ccc(OCC(O)CN2CCN(c3ncc(C(F)(F)F)cc3Cl)CC2)cc1 (centres undefined)
    -4	129	4	3.1	-1	5	-3	1	-2
Cn1c(=O)[nH]c(=O)c2c1[nH]c(=S)n2Cc1ccccc1
    9	99	11	0.5	0	-3	1	-1	7
O=c1[nH]ncn2cccc12
    -18	105	-15	-5.2	-1	-5	-4	10	-4
Cc1ccc(N(C(=O)c2ccncc2)C2C=CS(=O)(=O)C2)cc1 (centres undefined)
    6	100	-17	0.0	-8	-4	3	-2	-5
O=C(Nc1cccc(-c2nc3cccnc3s2)c1)c1ccc(Cl)nc1
    22	94	4	3.5	-10	3	2	15	6
CCc1csc(CNC(=O)C2CCC(=O)N(Cc3cccc(F)c3)C2)n1 (centres undefined)
    5	96	4	-1.4	17	0	3	-5	-4
CN1CCC(CO)(Cc2ccccc2)CC1
    10	102	17	0.5	2	-1	-1	-3	-2
CSc1nc(N(C)NC(=O)c2cccc(C)c2)c2ccccc2n1
    11	107	3	1.9	4	-1	3	7	4
C[C@@H](C(=O)NC1CCN(Cc2ccccc2)CC1)N1C(=O)N2CCc3c([nH]c4ccccc34)[C@@]2(C)C1=O
    -1	95	-12	2.8	.	-1	-2	-3	-1
CSc1ncc(Cl)c(C(=O)C(C#N)c2nc3c(C)cc(C)cc3c(=O)[nH]2)n1 (centres undefined)
    7	111	8	1.0	3	-2	5	7	18
COc1ccc(NC(=O)CN(C)C(=O)c2cccc(S(=O)(=O)Nc3ccccc3Cl)c2)cc1
    -8	97	1	0.3	9	1	0	-1	2
C=C(C)Cn1c(N(CCO)Cc2ccccc2)nc2c1c(=O)[nH]c(=O)n2C
    9	100	8	-0.8	6	2	4	-4	-3
CC1CC(NNC(=O)c2ccccc2)=Nc2ccccc2N1C (centres undefined)
    1	109	3	0.9	0	-1	-2	-5	5
Cc1ccc(C(=O)CCC(=O)N(C)CC(=O)Nc2c(Cl)cccc2Cl)cc1
    4	108	2	0.2	-20	1	1	-2	-3
Cc1nc(C)c(-c2nnc(-c3ccc(C(C)(C)C)cc3)o2)cc1C(=O)NN
    0	97	5	0.0	-2	-1	3	-1	3
c1ccc(N2CCN(Cc3ccc4c(c3)OCO4)CC2)nc1
    7	105	2	1.3	-13	-4	-1	-1	2
Cc1ccc(S(=O)(=O)N2CCOCC2)cc1NC(=O)COC(=O)c1cccnc1Cl
    4	93	9	-1.6	-23	-2	-12	-4	2
CCOC(=O)c1cnc(-n2nc(C)cc2C)nc1NC(C)c1ccccc1 (centres undefined)
    9	100	-12	1.6	-5	1	5	39*	7
CNS(=O)(=O)c1cccc(C(=O)OCC(=O)Nc2cc(F)ccc2F)c1
    1	96	-5	2.0	7	0	-3	-1	1
O=C(NCCc1ccncc1)Nc1ccccc1
    -1	86	0	-0.6	7	-3	-2	-3	-3
CCC(Sc1ccc2nnc(-c3cccnc3)n2n1)C(=O)O (centres undefined)
    -2	113	-7	1.5	-4	-4	1	-2	-14
CC1(C)CC2(C)OCCN2C(=S)N1 (centres undefined)
    -8	96	-24	0.9	1	-3	-8	-6	1
CC(C)c1ccc(/C=C/C(=O)NC2=NCCS2)cc1
    6	109	8	2.3	-11	0	1	5	1
O=C(O)C(Cc1cn[nH]n1)=NO
    7	96	4	-1.8	-34	-3	0	0	6

Additional entries.
Fields – EBNA-1 inh	Yeast superoxide	ZTA DNA inh	PP5 primary	GASC-1 inh	TPT1 inhibitor	Fh CTSL1 inh	PP1 counter	core dimer inh
CN(C)N1C(N)=C(C#N)C(c2ccc(F)cc2)C2=C1CCCC2=O (centres undefined)
    3	93	16	1.1	-2	-3	-3	-3	-3
O=C(CSCc1ccc(Cl)cc1)Nc1cccc(C(=O)O)c1
    -3	91	-5	0.7	-7	2	1	0	-8
CCOC(=O)Cc1csc(NS(=O)(=O)c2cc(Cl)ccc2Cl)n1
    -2	97	-4	0.9	8	4	0	5	10
COC(=O)CCC(=O)N(C)CC1CCCN(CCc2cccc(C(F)(F)F)c2)C1 (centres undefined)
    3	98	-5	-0.6	10	-2	-1	2	-4
NC(=O)COC(=O)[C@H](Cc1c[nH]c2ccccc12)NC(=O)c1ccc(F)cc1
    1	94	12	-0.3	8	1	-7	-1	-5
CCOC(=O)c1c(-n2cnnn2)sc2c1CCCC2
    -18	131	3	1.5	-14	-2	5	-4	2
c1ccc(C2Nc3ccccc3-c3nc4ccccc4n32)cc1 (centres undefined)
    6	96	1	3.4	-29	-6	3	2	6
O=C(O)C1CC=CCC1C(=O)N1CCc2ccccc21 (centres undefined)
    7	89	-2	2.3	21	3	1	-2	-15
Cc1ccccc1C(=O)NCC(=O)NCC1(N2CCOCC2)CCCCC1
    -1	99	-7	-2.7	24	1	7	2	0
CC(CNS(=O)(=O)c1cc(Cl)ccc1Cl)CN(C)C (centres undefined)
    16	108	3	-1.9	-5	1	-2	-1	4
Cc1ccc2nc(SCC(=O)Nc3ccccc3N3CCOCC3)c(C#N)cc2c1
    1	98	-8	1.9	-11	-2	2	-2	24
C[C@H]1CCC(=O)N([C@H](COc2ccccc2)Cc2ccccc2)CC1
    14	100	40*	3.1	1	3	3	4	15
O=C(c1cc2c(F)cccc2s1)N1CCCC1
    3	94	10	-0.1	0	-3	-2	-1	-1
COc1ccc(N2C(=O)CC(c3ccc(OC(C)C)cc3)C2=O)cc1 (centres undefined)
    12	89	-2	0.1	6	-7	-3	-1	9
CC(NC(=S)NC(=O)c1ccccc1Br)c1ccccc1 (centres undefined)
    -9	102	-17	3.1	6	1	-1	7	4
COc1ccc(-c2nnc(SCC(=O)N3CCOCC3)n2C)cc1OC
    -2	92	2	-2.2	18	1	-4	-2	-6
COc1cccc(Nc2n[nH]c(=S)s2)c1
    -2	78	-10	2.7	0	-4	-2	-1	-17
COc1ccc(NC(=O)C2CCCO2)cc1 (centres undefined)
    2	84	-2	2.3	6	0	0	3	-5
COc1cc(/C=C2\S/C(=N/S(=O)(=O)c3ccccc3)NC2=O)c([N+](=O)[O-])cc1OC
    14	100	17	-1.3	-21	-13	6	5	-11
COc1cccc(CNC(=O)C2CCN(S(=O)(=O)N3CCC(C)CC3)CC2)c1
    3	80	-5	-2.4	7	1	-1	-1	-3
O=C(CCn1nnc2ccccc2c1=O)N[C@H](C(=O)O)c1ccccc1
    3	92	9	-2.2	-2	-1	0	5	-4
COc1cccc(OC)c1OCCNCC1CSc2ccccc2O1 (centres undefined)
    1	99	7	-1.4	-37	-1	3	-2	9
CCc1ccc(NC(=O)C2CCN(c3ncnc4c3nc3n4CCCCC3)CC2)cc1
    -6	72	12	2.6	20	4	1	-4	-2
Cc1cc(C)cc(NC(=O)Cn2nnc(C(=O)NCCc3ccccc3)c2N)c1
    -10	88	-12	2.2	0	1	-3	12	5
CC(=O)c1cccc(NC(=O)COc2nsnc2N2CCOCC2)c1
    2	86	-1	-2.4	23	-2	-5	4	-2

Compound profiles, from the list above.
Cc1cc(C)cc(NC(=O)Cn2nnc(C(=O)NCCc3ccccc3)c2N)c1 is listed with EBNA-1 inh: -10; Yeast superoxide: 88; ZTA DNA inh: -12; PP5 primary: 2.2; GASC-1 inh: 0; TPT1 inhibitor: 1; Fh CTSL1 inh: -3; PP1 counter: 12; core dimer inh: 5
O=C(CCn1nnc2ccccc2c1=O)N[C@H](C(=O)O)c1ccccc1 is listed with EBNA-1 inh: 3; Yeast superoxide: 92; ZTA DNA inh: 9; PP5 primary: -2.2; GASC-1 inh: -2; TPT1 inhibitor: -1; Fh CTSL1 inh: 0; PP1 counter: 5; core dimer inh: -4

Compounds were not picked by outcome, and some 3.1% of all compounds hit somewhere here.
